# High-throughput results deposited in PubChem BioAssay by National Center for Advancing Translational Sciences (NCATS).
# HCMV inh = qHTS Assay for inhibitors of the human cytomegalovirus (HCMV); 4.5% of 410,000 active; HFF cells, HCMV-luciferase reporter, 72 h; stronger effect = lower value; activity change, negative = inhibition, % at 57.5 µM; in the data active = activity change below about -60%; inconclusive = no clear call, values can overlap the other calls; inactive = above about -39%
#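 Steps: HFFs plated, 16 h 37C; compounds added; HCMV-luciferase added to MOI 1 PFU/cell; 72 h 37C; OneGlo reagent, 5 min room temperature; luminescence read, normalized to controls.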
# AMA1-RON2 inh = qHTS for Inhibitors of AMA1-RON; Towards Development of Antimalarial Drug Lead: Primary Screen; AlphaScreen AMA1-biotinylated RON2 peptide binding; 0.2% of 360,000 active; Potency, µM (doses to about 58.2 µM), for inactives: at the top dose activity change, negative = inhibition, hits mostly inhibitors;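 note: potency is the fitted concentration of half-maximal effect; 0% = vehicle wells and -100% = peptide control; nearly all actives have a fitted effect of over 45% in size; some results filed as inactive show a strong effect at the top dose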
#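 AMA1 (3D7) with his tag at 25 nM final met compounds first, then biotinylated RON2 peptide at 25 nM; detection used donor plus acceptor beads, 10 µg/mL apiece, read by AlphaScreen after 30 min at room temperature.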
# Giardia FBPA inh = qHTS Assay for Inhibitors of Fructose-1,6-bisphosphate Aldolase from Giardia Lamblia | 0.71% of 290,000 active | Potency, µM (highest dose often 59.6 µM), for the others: at the top dose activity, negative = inhibition, actives largely listed as inhibitors | A8B2U2 | purified Giardia FBPA; note: potency is the fitted concentration of half-maximal effect; nearly all actives have a fitted effect of over 55% in size
# Target sequence (A8B2U2 whole entry, looked up): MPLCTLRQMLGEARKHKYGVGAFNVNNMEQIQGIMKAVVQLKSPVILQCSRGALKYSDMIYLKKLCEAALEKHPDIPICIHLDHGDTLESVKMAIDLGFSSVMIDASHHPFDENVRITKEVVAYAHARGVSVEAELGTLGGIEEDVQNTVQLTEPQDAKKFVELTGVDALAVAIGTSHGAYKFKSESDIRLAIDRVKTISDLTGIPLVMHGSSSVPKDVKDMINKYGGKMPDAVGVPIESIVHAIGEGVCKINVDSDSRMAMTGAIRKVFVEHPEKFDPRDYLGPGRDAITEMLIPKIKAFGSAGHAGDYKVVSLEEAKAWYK
#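 40 nM FBPA preincubated 10 min at RT with compound (up to 57.5 uM final), then substrate plus GAPDH/TPI/NAD/arsenate coupling and diaphorase/resazurin added. Fluorescence read after 20 min at RT, 525/598 nm.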
# AmpC detergent = qHTS Inhibitors of AmpC Beta-Lactamase (assay with detergent). P00811. Potency, µM (series often up to 114 µM), for the others: at the top dose activity change, negative = inhibition, usual class: inhibitors. AmpC hydrolysis of nitrocefin, absorbance 480 nm, 0.01% Triton. 0.041% of 370,000 active;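 note: potency is the fitted concentration of half-maximal effect; 0% = no-compound wells and -100% = no-enzyme wells; nearly all actives have a fitted effect of over 25% in size; some results filed as inactive show a strong effect at the top dose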
# Target sequence (P00811 whole entry, looked up): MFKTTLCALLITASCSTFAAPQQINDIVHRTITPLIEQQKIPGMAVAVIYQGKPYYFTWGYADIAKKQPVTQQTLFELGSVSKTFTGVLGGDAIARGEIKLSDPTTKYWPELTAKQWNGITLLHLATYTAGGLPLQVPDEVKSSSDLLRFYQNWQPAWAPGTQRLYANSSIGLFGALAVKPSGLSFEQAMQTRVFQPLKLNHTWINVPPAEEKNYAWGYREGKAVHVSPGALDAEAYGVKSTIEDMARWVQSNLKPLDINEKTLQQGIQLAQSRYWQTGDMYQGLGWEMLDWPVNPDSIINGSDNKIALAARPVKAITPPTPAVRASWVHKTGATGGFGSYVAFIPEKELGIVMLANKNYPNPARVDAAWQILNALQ
#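 AmpC (5.3 nM in the dispensed reagent) in 20 mM phosphate pH 7.0 with 0.01% (detergent screen) or 0.0001% Triton X-100 was preincubated with compounds for 15 min at room temperature. Nitrocefin was then added from an 800 uM solution, and hydrolysis was followed at 480 nm.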
# Sm TGR block = qHTS Assay for the Inhibitors of Schistosoma Mansoni Peroxiredoxins; 3% of 360,000 active; Potency, µM (top dose mostly 114 µM), for inactives: at the highest dose activity change, negative = inhibition, actives largely listed as inhibitors; AID 485364, 2010; Schistosoma mansoni thioredoxin glutathione reductase (TGR), Q962Y6; purified TGR, DTNB reduction, TNB absorbance 405 nm; note: potency is the fitted concentration of half-maximal effect; nearly all actives have a fitted effect of over 60% in size
#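 Kinetic colorimetric format: TGR-catalysed, NADPH-driven DTNB reduction monitored via TNB absorbance. Enzyme dispensed at 20 nM; compound exposure 15 min at room temperature before reaction start.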
# HCV inhibitor = qHTS Assay for Inhibitors of Hepatitis C Virus (HCV); 3.4% of 340,000 active; Huh7.5.1 HCVcc-Cre infection, luciferase reporter, 44 h; Potency, µM (series often up to 41.8 µM), inactives show at the top dose activity change, negative = inhibition, actives largely listed as inhibitors; note: potency is the fitted concentration of half-maximal effect
#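 Seed cells (1,000/well) for 4 h; treat with compound and infect with HCVcc-Cre, moi about 0.5. Incubate 44 h, then detect luciferase activity.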
# Starred values were filed as active, the others as inactive; ? = inconclusive; / = not tested or not shown; & = joins results of further samples; [ ] = remark or other dose. Unless noted, calls come from the whole dose curve; as a rule, active = well fitted curve in the direction sought with a large enough effect; inconclusive = small, poorly fitted or top-dose-only effect, or another doubt; inactive = no such curve, though single readings can be large; an effect the other way counts as inactive or inconclusive. Unless noted, % is set by controls: 0 for no effect and ±100 for the full control effect.
# Codes – A = HCMV inh; B = AMA1-RON2 inh; C = Giardia FBPA inh; D = AmpC detergent; E = Sm TGR block; F = HCV inhibitor
> CC1(C)CC(=O)C(C=NC2CC(C)(C)NC(C)(C)C2)=C(O)C1
  A = 5; B = 6%; C = -3%; D = -11%; E = ?; F = -1%

> COc1cccc(NC(=S)N2CCN(c3ccccn3)CC2)c1
  A = -1; B = -1%; C = 0%; D = ?; E = -13%; F = 2%

> c1ccc(N2CCN(c3ccccc3)C2c2cccs2)cc1
  A = 2; B = -11%; C = -3%; D = -5%; E = -14%; F = 6%

> FC(F)Sc1nnc(-c2cccs2)n1-c1ccccc1
  A = -20; B = -1%; C = 2%; D = ?; E = 8%; F = ?

> Cc1nc(CC(=O)Nc2ccc(C)c(C)c2)cs1
  A = 5; B = /; C = /; D = 12%; E = -5%; F = /

> CCCCCN(C(=O)CCC(=O)OCC(=O)N(C)c1ccccc1)c1c(N)n(CCCC)c(=O)[nH]c1=O
  A = 8; B = 3%; C = /; D = 1%; E = 0%; F = 8%

> CC1=C(C(=O)O)CC(S(=O)(=O)O)C1(C)C (configuration not stated)
  A = -16; B = 16%; C = /; D = /; E = /; F = 10%

> Cc1cc(C)c(S(=O)(=O)Nc2ccc(-c3ccc(N4CCCCCC4)nn3)cc2)c(C)c1
  A = -7; B = /; C = /; D = 24%; E = 6%; F = /

> O=C(NC(=S)N1CCN(c2ccccn2)CC1)c1ccccc1
  A = -20; B = 36%[activator]; C = -16%; D = -5%; E = -11%; F = 10%

> O=C1CCCN1CCC1CCN(C(=O)Nc2ccccc2)CC1
  A = -2; B = -8%; C = -5%; D = 1%; E = -20%; F = 19%

> CNc1nc(N)c([N+](=O)[O-])c(Nc2ccccc2OC)n1
  A = -4; B = 9%; C = 12%; D = -18%; E = 5%; F = ?

> O=C(NNC(=O)C1CC1)Nc1ccc(Cl)cc1
  A = -4; B = 46%[activator]; C = /; D = -5%; E = -1%; F = 18%

> CSc1cccc(NC(=S)N2CCC(c3ccccc3)C2)c1 (configuration not stated)
  A = -82*; B = 28%; C = 2%; D = -7%; E = 3%; F = -29%

> CCOC(=O)C1=C(C)N=c2s/c(=C3\C(=O)Nc4ccccc43)c(=O)n2C1c1ccc2c(c1)OCO2 (configuration not stated)
  A = 10; B = 67%[activator]; C = -17%; D = 3%; E = 4µM*; F = 18%&-13%

> COc1ccc(-c2csc3ncnc(Nc4cc(OC)cc(OC)c4)c23)cc1
  A = -25; B = /; C = /; D = 11%; E = 8%; F = /

> CCc1cc(C(=O)N/N=C/c2c(C)[nH]c3ccccc23)cs1
  A = -34; B = -7%; C = -5%; D = 3%; E = 4%; F = -17%

> Cc1ccc(OCC(=O)NNC(=O)CCc2ccccc2)c(Br)c1
  A = 10; B = 53%[activator]; C = 10%; D = 1%; E = 5%; F = 5%

> Nc1nc(SCC(=O)c2cccc([N+](=O)[O-])c2)n[nH]1
  A = 14; B = 56%[activator]; C = -20%; D = 0%; E = -5%; F = ?

> O=C(NCCN1CCCCCC1)C1CCC(CNS(=O)(=O)c2cccc3cccnc23)CC1 (configuration not stated)
  A = 11; B = -3%; C = -6%; D = -10%; E = ?; F = 4%

> CC(C)(C)CC(=O)Nc1cccc2c1CCCC2
  A = -24; B = 6%; C = 1%; D = ?; E = -7%; F = 5%

> COC(=O)c1ccccc1NC(=O)[C@@H]1CCC(=O)N1C1OC(=O)c2c1ccc(OC)c2OC (some centres not stated)
  A = 19; B = -2%; C = 12%; D = ?; E = 4%; F = -5%

> O=C(/C=C/c1ccc2c(c1)OCO2)N1CCN(c2ccccc2F)CC1
  A = -1; B = 10%; C = -7%; D = -14%; E = -2%; F = -1%

> FC(F)(F)c1cc(CCN2C(=S)NC[C@@H]2c2ccccc2)cc(C(F)(F)F)c1
  A = 4; B = 8%; C = 0%; D = 8%; E = -13%; F = 13%

> CC(C)C1Oc2ccccc2N(CC(=O)NCCCN2C(C)CCCC2C)C1=O (configuration not stated)
  A = 20; B = -6%; C = 8%; D = -10%; E = -3%; F = ?

> CCN(c1ccccc1)S(=O)(=O)c1cc(NC(=O)CSc2n[nH]c(=O)[nH]c2=O)ccc1Cl
  A = 7; B = 1%; C = 22%; D = -9%; E = -19%; F = 8%

> NC(=O)Cn1c(=O)oc2ccccc21
  A = -29; B = 2%; C = 0%; D = -1%; E = 1%; F = 12%

> COc1c2c(cc3ccc(=O)oc13)CCO2
  A = -17; B = -1%; C = -7%; D = ?; E = -5%; F = -3%

> CC(C)(C)NC(=O)CCCCCCCC(=O)NC(C)(C)C
  A = 10; B = 14%; C = 3%; D = -9%; E = 0%; F = 11%

> CCN(Cc1nc2cc(Cl)ccc2c(=O)[nH]1)C(=O)c1nn(C)c(=O)c2ccccc12
  A = 0; B = 24%[11.6 µM]; C = /; D = 2%; E = 10%; F = 11%

> COc1cnc(-c2ccccn2)nc1Oc1cccc(Cl)c1
  A = -28; B = 44%[activator]; C = ?; D = -17%; E = 2%; F = 14%

> CCOC(=O)Cn1nc(C)n(-c2ccc(F)cc2)c1=O
  A = 15; B = -6%; C = 2%; D = ?; E = -20%; F = -21%

> COCCCNc1nc2ccccc2nc1NS(=O)(=O)c1ccc(Cl)cc1
  A = 57; B = 14%; C = -3%; D = 1%; E = -4%; F = 20%

> COC(=O)NNC(=S)Nc1ccc(Br)cc1
  A = 6; B = 76%[activator]; C = -16%; D = -13%; E = 9%; F = 12%

> Cc1ccc(C)c(CN2C(=O)c3ccccc3S(=O)c3ccc(C(=O)NCCc4ccc(Cl)cc4)cc32)c1 (configuration not stated)
  A = -13; B = /; C = /; D = 0%; E = 0%; F = /

> CCOC(=O)Nc1cc2c(cc1C(C)=O)OCO2
  A = 20; B = 3%; C = 0%; D = ?; E = 1%; F = ?

> CCSc1nc2c(c(=O)[nH]1)C(c1cccnc1)C(C(=O)OC)=C(C)N2 (configuration not stated)
  A = 62; B = 23%; C = 9%; D = -4%; E = -5%; F = 4%

> CCC1CCCCN1CCCNC(=O)c1cc2c(=O)[nH]c3ccccc3c2n1C (configuration not stated)
  A = -34; B = -7%; C = -4%; D = 0%; E = -15%; F = 1%

> CCC(C)(C)n1nnnc1CN1CCC(n2c(C)nc3cc(C(F)(F)F)ccc32)CC1
  A = 20; B = 1%; C = 4%; D = -5%; E = -13%; F = 25%

> CCOc1ccc(NS(=O)(=O)c2ccc(C(=O)N3CCCC(C)C3)cc2)cc1 (configuration not stated)
  A = -63*; B = 2%; C = /; D = -13%; E = 2%; F = ?

> O=C(NCc1ccccc1Cl)C1CCC(=O)N1Cc1ccc(F)cc1 (configuration not stated)
  A = 83; B = 8%; C = 3%; D = -3%; E = -8%; F = 19%

> O=C(NNc1cccc(Cl)n1)Nc1ccccc1F
  A = -18; B = 0%; C = 2%; D = -9%; E = -2%; F = 16%

> CSc1ncc(C(=O)Nc2cccc(C)c2C)c(-c2ccccc2)n1
  A = -15; B = /; C = /; D = 19%; E = 1%; F = /

> Cc1ccc(-c2noc(CNS(=O)(=O)c3ccc(F)cc3)n2)cc1
  A = ?; B = /; C = /; D = 19%; E = 1%; F = /

> CCCC1OC23CCCCC2C(C#N)(C(=N)O3)C1(C#N)C#N (configuration not stated)
  A = -35; B = 11%; C = -15%; D = -10%; E = -20%; F = ?

> O=C(c1ccc2c(=O)n3c(nc2c1)CCC3)N1CCN(S(=O)(=O)c2cccc(F)c2)CC1
  A = -16; B = 6%; C = /; D = -16%; E = 2%; F = 5%

> CC(=O)Nc1ncc(Cc2cccc(Cl)c2Cl)s1
  A = 4; B = -6%; C = 4%; D = 3%; E = /; F = -17%

> O=C(OCc1nnc(-c2ccccc2)o1)c1ccc2c(c1)OCO2
  A = 20; B = 5%; C = 0%; D = ?; E = -5%; F = 4%

> Cc1ccc(CNC(=O)CCS(=O)(=O)c2ccc(Br)s2)o1
  A = 5; B = -5%; C = 1%; D = -4%; E = 10µM*; F = 13%

> Cc1ccc(C2C(C#N)=C(N)Oc3c2oc(CO)cc3=O)o1 (configuration not stated)
  A = -15; B = -15%; C = ?; D = ?; E = 40µM*; F = 13%

> CCCOC(=O)Nc1ccccc1C(N)=O
  A = -23; B = 3%; C = 6%; D = -5%; E = 0%; F = -9%

> Cc1ccc(N=Cc2c(O)cc(C)oc2=O)c(C)c1
  A = -22; B = -6%; C = -8%; D = ?; E = 7%; F = -5%

> CC(C)c1ccc(NC(=O)CCn2c(=O)c3cccn3c3ccccc32)cc1
  A = 64; B = /; C = /; D = 9%; E = -18%; F = /

> FC(F)(F)c1ccc(Oc2ccccc2Cl)nc1
  A = -10; B = 7%; C = 3%; D = 1%; E = /; F = 7%

> COc1ccc(OC)c(N2C(=O)[C@@H]3C(c4ccccc4Cl)=NO[C@@H]3C2=O)c1
  A = ?; B = -19%; C = -14%; D = ?; E = 0%; F = -4%

> CN1C(=O)C(O)(C2COC(C)(C)CC2=O)c2cc(Br)ccc21 (configuration not stated)
  A = -33; B = -2%; C = 2%; D = 1%; E = 2%; F = -11%

> CCc1cc(-c2n[nH]c(=S)n2-c2cccc(C)c2)cs1
  A = -9; B = 47%[activator]; C = 9%; D = -4%; E = 3%; F = 17%

> CC(=O)Nc1cccc(NC(=O)CSc2ncc(C(=O)Nc3ccc(F)cc3)c(=O)n2C)c1
  A = 4; B = 22%; C = /; D = -19%; E = 3%; F = -4%

> CSCCC(NC(=O)c1ccccc1)C(=O)NCc1ccco1 (configuration not stated)
  A = 25; B = 1%; C = 3%; D = -8%; E = -14%; F = 19%

> Cn1nnnc1SCCCNCc1ccccc1OCc1ccc(Cl)cc1
  A = -15; B = /; C = /; D = 13%; E = -2%; F = /

> O=C(NC1CCCCC1)NC1CC2CCC(C1)N2C(=O)NCc1ccccc1 (configuration not stated)
  A = /; B = /; C = -4%; D = ?; E = 0%; F = /

# Given with values under each structure: entries from further up.
# Below each compound – HCMV inh	AMA1-RON2 inh	Giardia FBPA inh	AmpC detergent	Sm TGR block	HCV inhibitor
> Cc1ccc(C2C(C#N)=C(N)Oc3c2oc(CO)cc3=O)o1 (configuration not stated)
 : -15	-15%	?	?	40µM*	13%
> CCCOC(=O)Nc1ccccc1C(N)=O
 : -23	3%	6%	-5%	0%	-9%
> Cc1ccc(N=Cc2c(O)cc(C)oc2=O)c(C)c1
 : -22	-6%	-8%	?	7%	-5%

# (further entries)
# Codes – A = HCMV inh; B = AMA1-RON2 inh; C = Giardia FBPA inh; D = AmpC detergent; E = Sm TGR block; F = HCV inhibitor
> Cc1ccc(S(=O)(=O)n2nc(C)c(S(=O)(=O)N3CCCCCC3)c2C)cc1
  A = 2; B = /; C = /; D = 3%; E = 0%; F = /

> CC(=O)Nc1ccc(NC(=O)CCSCCc2ccccn2)cc1
  A = 33&24; B = 1%; C = -6%; D = 4%&10%; E = 3%&2%; F = 8%

> O=C(Nc1ccccc1O)c1c(O)c2c([nH]c1=O)CCCC2
  A = 93; B = 28%; C = -10%; D = -5%; E = /; F = 14%

> Fc1cccc(CSc2ccc3nnc(-c4cccnc4)n3n2)c1
  A = ?; B = -8%; C = 10%; D = 1%; E = -2%; F = -23%

> Cc1cccc(-n2c(O)cnc2Nc2nc(C)cc(C)n2)c1
  A = ?; B = 13%; C = -6%; D = 1%; E = 11%[57.1 µM]; F = -12%
